M1 PAM: human CHRM1 positive allosteric modulation. P11229. CHO-K1 hM1, Fluo-8 calcium fluorescence, ACh EC20; 0% = ACh EC20, 100% = maximal ACh. activation, % at 3 µM. 360,000 tested, 0.088% active; in the data active = activation above about 19%, passing the limit was not always enough
Target sequence (P11229 whole entry, looked up): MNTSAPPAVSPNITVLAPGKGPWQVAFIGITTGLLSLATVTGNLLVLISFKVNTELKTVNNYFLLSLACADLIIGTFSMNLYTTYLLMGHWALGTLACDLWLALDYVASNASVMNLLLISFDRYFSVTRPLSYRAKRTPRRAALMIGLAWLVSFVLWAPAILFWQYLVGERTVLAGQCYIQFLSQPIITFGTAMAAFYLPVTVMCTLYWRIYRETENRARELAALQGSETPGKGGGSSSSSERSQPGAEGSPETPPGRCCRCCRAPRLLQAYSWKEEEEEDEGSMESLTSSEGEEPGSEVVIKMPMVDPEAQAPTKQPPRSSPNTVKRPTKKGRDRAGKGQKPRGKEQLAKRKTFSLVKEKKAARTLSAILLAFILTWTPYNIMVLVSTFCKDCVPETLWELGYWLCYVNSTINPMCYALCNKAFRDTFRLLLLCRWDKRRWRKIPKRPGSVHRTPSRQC
CHRM5 agonist: CHRM5 agonism in calcium assay. CHO-K1 hM5 cells, Fluo-8 calcium fluorescence; 0% DMSO wells, 100% maximal acetylcholine response. P08912. activation, % at 3 µM. AID 624037. 360,000 tested, 0.19% active;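 active = activation above the run's mean over test compounds plus 3 SD, cut at about 23% in these data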;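 also: signal is peak over basal fluorescence ratio across the kinetic read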
CHRM4 agonist: CHRM4 agonism in calcium assay. 360,000 tested, 0.14% active. CHO-K1 hM4/Gqi5, Fluo-8 calcium fluorescence; vehicle 0%, full acetylcholine response 100%. activation, % at 3 µM. P08173;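 active = activation above the run mean over all test wells plus 3 SD, cut at about 32% in these data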;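 also: peak over basal fluorescence ratio per well then scaled between controls; 0% = DMSO wells and 100% = acetylcholine at EC100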
Target sequence (P08173 whole entry, looked up): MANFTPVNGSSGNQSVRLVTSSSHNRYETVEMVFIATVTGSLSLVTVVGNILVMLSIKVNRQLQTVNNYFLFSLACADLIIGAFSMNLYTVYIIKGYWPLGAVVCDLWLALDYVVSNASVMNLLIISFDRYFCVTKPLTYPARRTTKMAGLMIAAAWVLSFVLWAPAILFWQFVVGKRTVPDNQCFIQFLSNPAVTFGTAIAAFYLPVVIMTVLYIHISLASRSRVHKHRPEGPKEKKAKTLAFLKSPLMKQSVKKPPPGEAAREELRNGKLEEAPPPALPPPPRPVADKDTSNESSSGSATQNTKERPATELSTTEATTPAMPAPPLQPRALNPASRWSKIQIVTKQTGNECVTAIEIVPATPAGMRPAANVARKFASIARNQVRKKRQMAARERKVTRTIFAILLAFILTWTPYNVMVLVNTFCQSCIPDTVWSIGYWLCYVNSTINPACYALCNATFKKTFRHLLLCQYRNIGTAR
CHRM4 PAM: positive allosteric modulators of human muscarinic M4 receptor | P08173 | CHO-K1 hM4/Gqi5, Fluo-8 calcium fluorescence, ACh EC20; 0% = ACh EC20, 100% = maximal ACh | activation, % at 3 µM | 360,000 tested, 0.4% active;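 active = activation above its plate's cutoff, the mean activation of sample wells plus 3 SD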; also: some results filed as inactive read as strong as hits
CHRM4 antagonist: CHRM4 antagonism in calcium assay; 360,000 tested, 0.73% active; inhibition, % at 3 µM; P08173; CHO-hM4 cells, ACh EC80, Fluo-8 calcium fluorescence;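 active = inhibition above its plate's cutoff, the mean inhibition of sample wells plus 3 SD, cut at about 27% in these data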;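 also: 0% = acetylcholine EC80 with DMSO and 100% = DMSO without agonist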
CHRM5 antagonist: antagonists of human muscarinic M5 receptor (CHRM5); inhibition, % at 3 µM; 360,000 tested, 0.59% active; CHO-hM5 cells, Fluo-8 calcium fluorescence, ACh EC80; P08912;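 active = inhibition above a per-plate cutoff, the mean of that plate's test compounds plus 3 SD, cut at about 27% in these data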;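 also: 0% = acetylcholine EC80 with DMSO and 100% = DMSO without agonist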
CRFR2-BP ag: CRF-BP/CRF-R2 complex agonism | 350,000 tested, 0.46% active | activation, % at 13.2 µM | HEK293 CRF-R2/CRF-BP, calcium dye fluorescence (FLIPR); percent of saturating CRF peptide response;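 active = activation of at least 50%, plus an integration ratio under a set limit after plate pattern correction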;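 also: plate controls were neutral control wells without compound for no effect and CRF at EC100 for full effect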
CHRM1 antagonist: blocks human M1 muscarinic receptor; AID 588852; inhibition, % at 3 µM; CHO-K1 hM1, Fluo-8 calcium fluorescence, ACh EC80 antagonist; 360,000 tested, 1.3% active;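 active = percent inhibition above its own plate's cutoff, namely the mean of that plate's compound wells plus 3 SD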;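 also: peak over basal fluorescence ratio during 140 s after agonist addition; 0% = ACh EC80 plus DMSO and 100% = DMSO alone without agonist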
M5 PAM: potentiates acetylcholine response at human M5 receptor. P08912. CHO-K1 hM5, Fluo-8 calcium, ACh EC20 PAM; 0% = ACh EC20, 100% = ACh EC100. activation, % at 3 µM. 360,000 tested, 0.3% active. AID 624038;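 active = activation above the run cutoff, the mean activation of all test compounds plus 3 SD, cut at about 18% in these data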
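System: CHO-K1 cell line with stable human muscarinic M5 receptor expression | Also added: EC20 acetylcholine as agonist stimulus | Compound: One concentration, 3 µM final (nominal) | Timing: Fluo-8 loading 80 min at 37 °C plus 30 min room temperature | Measured by: Fluo-8 calcium dye fluorescence, kinetic read | Read-out basis: % activation, ACh-normalized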
An asterisk follows results filed as active.

CCN(c1ccccc1)S(=O)(=O)c1ccc(C(=O)NCC2(N(C)C)CCCCC2)cc1 was read as M1 PAM 12, CHRM5 agonist -5, CHRM4 agonist 4, CHRM4 PAM 12, CHRM4 antagonist -12, CHRM5 antagonist 7, CRFR2-BP ag 1.9, CHRM1 antagonist -17 and M5 PAM -2.
`O=C(N/N=C/c1ccc(O)cc1)c1cc(C2CC2)[nH]n1` gave M1 PAM 15, CHRM5 agonist 1, CHRM4 agonist 0, CHRM4 PAM 13, CHRM4 antagonist -7, CHRM5 antagonist 1, CRFR2-BP ag 1.2, CHRM1 antagonist -13 and M5 PAM 1.
`COc1ccc(CN2CC(C(=O)NCCC(C)C)CC2=O)cc1` (stereo not drawn) gave M1 PAM 15, CHRM5 agonist 0, CHRM4 agonist 1, CHRM4 PAM -4, CHRM4 antagonist 7, CHRM5 antagonist 3, CRFR2-BP ag 0.9, CHRM1 antagonist -15 and M5 PAM 6.
`O=C(Cc1ccc(F)cc1)OCC(=O)c1cc2ccccc2o1` gave M1 PAM 7, CHRM5 agonist -5, CHRM4 agonist 1, CHRM4 PAM 8, CHRM4 antagonist -1, CHRM5 antagonist -1, CRFR2-BP ag -0.8, CHRM1 antagonist -10 and M5 PAM -5.
`O=[N+]([O-])c1ccc(-c2cnc(SC(c3ccccc3)c3ccccc3)[nH]2)cc1` gave M1 PAM -15, CHRM5 agonist -6, CHRM4 agonist 1, CHRM4 PAM -27, CHRM4 antagonist 0, CHRM5 antagonist 15, CRFR2-BP ag 2.2, CHRM1 antagonist 26* and M5 PAM -18.
Screening CCN1CCN(c2ccc(NC(=O)c3ccc([N+](=O)[O-])o3)cc2Cl)CC1 returned M1 PAM -11, CHRM5 agonist -15, CHRM4 agonist 1, CHRM4 PAM -2, CHRM4 antagonist 10, CHRM5 antagonist 0, CRFR2-BP ag 0.3, CHRM1 antagonist 15 and M5 PAM 7.
CCC(Sc1nc(-c2ccccc2)c(C#N)c(=O)[nH]1)C(=O)Nc1cc(C)on1 (stereo not drawn) was read as M1 PAM 3, CHRM5 agonist 2, CHRM4 agonist -1, CHRM4 PAM 9, CHRM4 antagonist 3, CHRM5 antagonist 7, CRFR2-BP ag -0.8, CHRM1 antagonist -1 and M5 PAM 1.
For O=C(CN(C(=O)CNC(=O)c1cccs1)c1cccc(F)c1)NC1CCCCC1 the results were M1 PAM 16, CHRM5 agonist 3, CHRM4 agonist 7, CHRM4 PAM -8, CHRM4 antagonist 1, CHRM5 antagonist 10, CRFR2-BP ag -0.8, CHRM1 antagonist -8 and M5 PAM 2.
For CC(=O)c1nnn(-c2ccc([N+](=O)[O-])cc2C)c1C the results were M1 PAM 6, CHRM5 agonist -1, CHRM4 agonist 0, CHRM4 PAM 2, CHRM4 antagonist 0, CHRM5 antagonist 10, CRFR2-BP ag 2.0, CHRM1 antagonist -1 and M5 PAM 1.
For Oc1c(Br)cc(Br)cc1C=NCc1ccc(F)cc1 the results were M1 PAM 12, CHRM5 agonist -1, CHRM4 agonist 1, CHRM4 PAM -4, CHRM4 antagonist 1, CHRM5 antagonist 1, CRFR2-BP ag 14, CHRM1 antagonist -9 and M5 PAM -1.

Ordered by formula weight (lowest first): part of the list above
`O=C(N/N=C/c1ccc(O)cc1)c1cc(C2CC2)[nH]n1` gave M1 PAM 15, CHRM5 agonist 1, CHRM4 agonist 0, CHRM4 PAM 13, CHRM4 antagonist -7, CHRM5 antagonist 1, CRFR2-BP ag 1.2, CHRM1 antagonist -13 and M5 PAM 1.
`O=C(Cc1ccc(F)cc1)OCC(=O)c1cc2ccccc2o1` gave M1 PAM 7, CHRM5 agonist -5, CHRM4 agonist 1, CHRM4 PAM 8, CHRM4 antagonist -1, CHRM5 antagonist -1, CRFR2-BP ag -0.8, CHRM1 antagonist -10 and M5 PAM -5.
For Oc1c(Br)cc(Br)cc1C=NCc1ccc(F)cc1 the results were M1 PAM 12, CHRM5 agonist -1, CHRM4 agonist 1, CHRM4 PAM -4, CHRM4 antagonist 1, CHRM5 antagonist 1, CRFR2-BP ag 14, CHRM1 antagonist -9 and M5 PAM -1.

Next structures
For COc1cccc(C(=O)N2CCN(C(=O)C3CCCO3)CC2)c1 (stereo not drawn) the results were M1 PAM -3, CHRM5 agonist 2, CHRM4 agonist 0, CHRM4 PAM 4, CHRM4 antagonist 4, CHRM5 antagonist 3, CRFR2-BP ag -1.8, CHRM1 antagonist 9 and M5 PAM 4.
O=C(CSc1nc2ccccc2c(=O)n1-c1ccc(OC(F)F)cc1)NC1CC1 was read as M1 PAM 2, CHRM5 agonist 3, CHRM4 agonist -2, CHRM4 PAM 0, CHRM4 antagonist 3, CHRM5 antagonist 8, CRFR2-BP ag -1.7, CHRM1 antagonist -1 and M5 PAM 6.
Screening O=C(NC(=S)Nc1nc(-c2ccc(Br)cc2)cs1)c1cccnc1 returned M1 PAM 6, CHRM5 agonist 2, CHRM4 agonist 0, CHRM4 PAM 6, CHRM4 antagonist -4, CHRM5 antagonist -2, CRFR2-BP ag 0.3, CHRM1 antagonist -4 and M5 PAM 3.
For O=C(CN1C(=O)NC2NC(=O)NC21)N/N=C/c1ccccc1O (stereo not drawn) the results were M1 PAM 7, CHRM5 agonist -4, CHRM4 agonist 1, CHRM4 PAM 10, CHRM4 antagonist -12, CHRM5 antagonist -7, CRFR2-BP ag -0.4, CHRM1 antagonist -7 and M5 PAM 0.
`COC1OC(CO)C(O)C(O)C1O` (stereo not drawn) gave M1 PAM -6, CHRM5 agonist 4, CHRM4 agonist 1, CHRM4 PAM -4, CHRM4 antagonist -5, CHRM5 antagonist 1, CRFR2-BP ag -1.6, CHRM1 antagonist -2 and M5 PAM -2.
Screening COc1ccc(/C=C/C(=O)c2ccoc2)cc1 returned M1 PAM 7, CHRM5 agonist -1, CHRM4 agonist 1, CHRM4 PAM 3, CHRM4 antagonist -8, CHRM5 antagonist -4, CRFR2-BP ag 2.5, CHRM1 antagonist -12 and M5 PAM 8.
CCOC(=O)Cn1c(=O)c2c(nc(Br)n2CC(=O)OCC)n(C)c1=O was read as M1 PAM 0, CHRM5 agonist 0, CHRM4 agonist 1, CHRM4 PAM 2, CHRM4 antagonist -1, CHRM5 antagonist -8, CRFR2-BP ag -1.0, CHRM1 antagonist -5 and M5 PAM 3.
Screening Cc1cccc(N(C)S(=O)(=O)c2ccc3[nH]cc(C(=O)N4CCOCC4)c(=O)c3c2)c1 returned M1 PAM 7, CHRM5 agonist -6, CHRM4 agonist 1, CHRM4 PAM 9, CHRM4 antagonist -9, CHRM5 antagonist -6, CRFR2-BP ag 41, CHRM1 antagonist -21 and M5 PAM -1.
For O=C1CCCN1CC(O)CS(=O)(=O)Cc1ccccc1 (stereo not drawn) the results were M1 PAM 1, CHRM5 agonist -7, CHRM4 agonist 2, CHRM4 PAM 4, CHRM4 antagonist -5, CHRM5 antagonist 2, CRFR2-BP ag 1.9, CHRM1 antagonist -5 and M5 PAM -5.
`COCCCn1c(C)c(C(C)=O)cc(NC(=O)c2ccccc2)c1=O` gave M1 PAM 0, CHRM5 agonist -5, CHRM4 agonist 4, CHRM4 PAM -4, CHRM4 antagonist 7, CHRM5 antagonist -7, CRFR2-BP ag 3.3, CHRM1 antagonist 1 and M5 PAM -8.
Screening Cc1ccc(Nc2nc(CSc3nnc(-c4cccnc4)n3-c3ccccc3F)cs2)cc1 returned M1 PAM 6, CHRM5 agonist -1, CHRM4 agonist 0, CHRM4 PAM 16, CHRM4 antagonist -3, CHRM5 antagonist 1, CRFR2-BP ag 0.0, CHRM1 antagonist -8 and M5 PAM 2.
COc1ccc(CCNC(=O)CCCCCN2C(=O)c3ccccc3C2=O)cc1 was read as M1 PAM 7, CHRM5 agonist -1, CHRM4 agonist 4, CHRM4 PAM -2, CHRM4 antagonist -2, CHRM5 antagonist -1, CRFR2-BP ag 0.6, CHRM1 antagonist -30 and M5 PAM 4.
CC[C@H](C)Cc1cn([C@@H](CCCN=C(N)N)C(=O)NCCCCCCCCCCC(=O)N2CCNCC2)nn1 was read as M1 PAM -9, CHRM5 agonist -11, CHRM4 agonist -1, CHRM4 PAM -13, CHRM4 antagonist 6, CHRM5 antagonist 0, CRFR2-BP ag 3.7, CHRM1 antagonist -5 and M5 PAM -9.
For CCC(C)NC(=O)CSc1nnc(-c2ccoc2C)n1CC1CCCO1 (stereo not drawn) the results were M1 PAM 5, CHRM5 agonist -3, CHRM4 agonist 1, CHRM4 PAM 0, CHRM4 antagonist -8, CHRM5 antagonist -3, CRFR2-BP ag -0.8, CHRM1 antagonist -10 and M5 PAM -3.
Cc1n[nH]c(=O)c2c(NC(=O)CSc3ccccc3Cl)oc(C)c12 was read as M1 PAM -6, CHRM5 agonist 5, CHRM4 agonist 17, CHRM4 PAM -4, CHRM4 antagonist -20, CHRM5 antagonist 6, CRFR2-BP ag -0.2, CHRM1 antagonist 7 and M5 PAM -18.
O=C(NC1CCSc2ccccc21)c1ccc(Cl)c(S(=O)(=O)N2CCOCC2)c1 (stereo not drawn) was read as M1 PAM 2, CHRM5 agonist 1, CHRM4 agonist 3, CHRM4 PAM -9, CHRM4 antagonist 15, CHRM5 antagonist 8, CRFR2-BP ag -2.4, CHRM1 antagonist -9 and M5 PAM -6.
For CCOC(=O)C(Cc1ccc(Cl)cc1Cl)c1ccno1 (stereo not drawn) the results were M1 PAM 1, CHRM5 agonist -8, CHRM4 agonist -1, CHRM4 PAM -6, CHRM4 antagonist 3, CHRM5 antagonist 13, CRFR2-BP ag -0.8, CHRM1 antagonist 2 and M5 PAM -11.
`O=c1c(-c2ccccc2)n[nH]c2ccccc12` gave M1 PAM -11, CHRM5 agonist -4, CHRM4 agonist 1, CHRM4 PAM 2, CHRM4 antagonist -12, CHRM5 antagonist 2, CRFR2-BP ag 1.3, CHRM1 antagonist 9 and M5 PAM -3.
`COc1ccccc1Sc1nc(-c2ccccc2)ncc1OC` gave M1 PAM 5, CHRM5 agonist -3, CHRM4 agonist -2, CHRM4 PAM -8, CHRM4 antagonist 1, CHRM5 antagonist 5, CRFR2-BP ag 1.1, CHRM1 antagonist -6 and M5 PAM -1.
For Cc1ccc(C(=O)O)cc1-n1c(C)cc(C=O)c1C the results were M1 PAM 7, CHRM5 agonist 6, CHRM4 agonist 1, CHRM4 PAM -2, CHRM4 antagonist 0, CHRM5 antagonist 0, CRFR2-BP ag 0.1, CHRM1 antagonist -8 and M5 PAM 6.
For O=C(CSc1oc(-c2ccco2)nc1S(=O)(=O)c1ccccc1)NCC1CCCO1 (stereo not drawn) the results were M1 PAM 0, CHRM5 agonist -4, CHRM4 agonist 1, CHRM4 PAM -3, CHRM4 antagonist -1, CHRM5 antagonist 1, CRFR2-BP ag -0.6, CHRM1 antagonist -12 and M5 PAM -2.
`O=C(CN(Cc1ccccc1)C(=O)CNS(=O)(=O)c1ccccc1)NCC1CCCO1` (stereo not drawn) gave M1 PAM 5, CHRM5 agonist -1, CHRM4 agonist 0, CHRM4 PAM -2, CHRM4 antagonist 6, CHRM5 antagonist 6, CRFR2-BP ag -0.6, CHRM1 antagonist -9 and M5 PAM -1.
Screening COc1ccccc1CNC(=O)COC(=O)CSc1ccc(Cl)cc1 returned M1 PAM 8, CHRM5 agonist -6, CHRM4 agonist 1, CHRM4 PAM 0, CHRM4 antagonist -8, CHRM5 antagonist 6, CRFR2-BP ag -3.5, CHRM1 antagonist -6 and M5 PAM 4.
`Cc1ccc(CNC(=O)Nc2ccccc2)n1C` gave M1 PAM 3, CHRM5 agonist -2, CHRM4 agonist 2, CHRM4 PAM 4, CHRM4 antagonist -6, CHRM5 antagonist 1, CRFR2-BP ag -2.3, CHRM1 antagonist -2 and M5 PAM 5.

Assay outcomes (PubChem BioAssay)
